Screening results (PubChem)
Shn3 3UTR inh: reduces Shn3 3'UTR luciferase signal in osteoblasts; inhibition, % at 12.5 µM; 0.52% of 360,000 active; Clone20 osteoblast Shn3 3'UTR firefly luciferase, 24 h;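 active = mean inhibition of at least 75% with every replicate also reaching 75%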;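 also: 0% = median of neutral control wells and 100% = pilot-screen positive control compound; some compounds past the cut are filed as inactive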
HIF-2a block: blocks HIF-2a reporter activity | 786-0 RCC cells HIF-2a reporter, luciferase luminescence, overnight | inhibition, % at 18.8 µM | 0.72% of 360,000 active | AID 624352;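 active = inhibition of the luminescence signal of 40% or more relative to plate controls, in a single-dose primary screen at 18.75 µM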
NR2E3 ag-1: activates human photoreceptor nuclear receptor NR2E3; GST-NR2E3/biotin-RetCOR TR-FRET, 1536-well; inhibition of corepressor binding, % at 4.78 µM; 0.12% of 320,000 active; AID 2300;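 active = percent inhibition above the cutoff of mean plus 3 SD of all tested compounds, set per screening campaign, cut at about 20% in these data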;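 also: 0% = DMSO wells and 100% = biotin wells as full block of FRET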
Target sequence (Q9Y5X4 whole entry, looked up): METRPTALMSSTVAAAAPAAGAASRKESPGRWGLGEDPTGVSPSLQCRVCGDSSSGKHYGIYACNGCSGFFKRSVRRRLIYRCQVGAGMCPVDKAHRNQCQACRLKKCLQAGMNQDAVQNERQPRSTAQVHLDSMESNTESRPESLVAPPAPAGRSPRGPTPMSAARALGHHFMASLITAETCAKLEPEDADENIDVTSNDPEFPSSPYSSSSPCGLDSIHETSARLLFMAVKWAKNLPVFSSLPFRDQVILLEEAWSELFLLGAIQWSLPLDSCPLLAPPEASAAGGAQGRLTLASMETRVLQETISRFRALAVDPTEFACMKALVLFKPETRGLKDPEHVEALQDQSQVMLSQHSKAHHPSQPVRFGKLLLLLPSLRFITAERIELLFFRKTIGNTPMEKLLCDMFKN
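Material: NR2E3–RetCOR corepressor complex / Amount: 1.35 nM GST-NR2E3 / Medium: Tris pH 7.5 / Compound: single nominal compound dose of 4.8 µM / Incubation: 5 h at 4 °C / Technique: TR-FRET, Eu(K)-anti-GST donor, streptavidin-D2 acceptor, ex 340, em 617/671 nm / Read-out basis: percent loss of FRET ratio relative to control wells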
NR2E3 ag-2: agonists of human NR2E3 nuclear receptor; Q9Y5X4; CHO-S Gal4-NCOR/VP16-NR2E3 two-hybrid, luciferase; inhibition of corepressor binding, % at 3.98 µM; 0.35% of 360,000 active; AID 602229;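 active = inhibition above the mean of all tested compounds plus 3 SD, cut at about 70% in these data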;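 also: 0% = DMSO with NR2E3 transfected cells and 100% = cells lacking NR2E3 construct; higher means lower luciferase signal from less NR2E3 corepressor binding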
TROY NFkB inh: inhibitors of TROY-dependent NF-kB signaling; Q293 LMP1-TROYcd NF-kB luciferase reporter, 4 h; inhibition, % at 10 µM; 0.98% of 360,000 active; AID 1347056;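 active = compounds whose plate-normalised and pattern-corrected inhibition of the luciferase reporter signal at the single screening dose is 50% or more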
KKLEB tox: counter-screen for CF NF-kB inhibitors: cytotoxicity | KKLEB CF airway cells viability, ATPlite luminescence, overnight; hits give low values; cells stimulated with P. aeruginosa culture filtrate | activity change (cytotoxicity), % at 5 µM | 0.36% of 360,000 active;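 active = corrected activity change at or below -50% at 5 µM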
TRPM1 prom inh: reduces MITF-dependent TRPM1 promoter luciferase signal. inhibition, % at 12.5 µM. SK-MEL-5 TRPM1 promoter luciferase, 24 h. AID 488899. 0.83% of 330,000 active;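 active = mean inhibition across replicates of 60% or more, whatever share of single replicates reaches that level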; also: values of inactives mirror those of a sister screen read the other way
Peg3 promoter: Peg3 promoter activity inhibition. HeLa PEG-Prom luciferase reporter, luminescence, overnight. inhibition, % at 20 µM. 1.7% of 360,000 active. AID 588405;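 active = inhibition of at least 50% at 20 µM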
C8 TRAIL sens: sensitizes caspase-8 expressing cells to TRAIL. NB7+C8 cells + TRAIL, ATPlite viability luminescence. inhibition (viability loss, TRAIL sensitization), % at 10 µM. 1% of 360,000 active;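 active = compounds causing at least 50% loss of cell viability in the single-dose screen, relative to plate controls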
CF NFkB block: cystic fibrosis NF-kB activation inhibition. KKLEB NF-kB-GFP reporter, PAF-induced, GFP fluorescence overnight. inhibition, % at 5 µM. 0.86% of 360,000 active. AID 588850;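 active = at least 50% inhibition at 5 µM, scaled per plate between neutral and stimulator controls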;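 also: PAF is a Pseudomonas aeruginosa culture filtrate used as stimulus; plate controls were PAF-stimulated DMSO wells for no effect and unstimulated DMSO wells for full effect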
TWEAK-Fn14 inh: inhibitors of TWEAK-Fn14 interaction signaling. TWEAK-stimulated Fn14 reporter cells, luciferase luminescence, 8 h. inhibition, % at 10 µM. 2% of 360,000 active. AID 1159606; in the data active = inhibition above about 50%
* hit, by the source's call. The list is partial (hit frequency here may not be typical).

For O=C(NC1CCCc2ccccc21)c1ccccc1Cl (stereo unspecified) the results were Shn3 3UTR inh -6, HIF-2a block 5, NR2E3 ag-1 -3, NR2E3 ag-2 -36, TROY NFkB inh 2, KKLEB tox 0, TRPM1 prom inh 5, Peg3 promoter 11, C8 TRAIL sens -10, CF NFkB block 3 and TWEAK-Fn14 inh 0.
For CN(Cc1cnc2nc(N)nc(N)c2n1)c1ccc(C(=O)NC(CCC(=O)O)C(=O)O)cc1C(F)(F)F (stereo unspecified) the results were Shn3 3UTR inh 42, HIF-2a block 27, NR2E3 ag-2 -16, TROY NFkB inh -29, KKLEB tox 13, TRPM1 prom inh 44, Peg3 promoter 30, C8 TRAIL sens 82*, CF NFkB block -9 and TWEAK-Fn14 inh -22.
Screening Cc1cc(C)n(-c2ccccc2C#N)n1 returned Shn3 3UTR inh -20, HIF-2a block -1, NR2E3 ag-1 -2, NR2E3 ag-2 -23, TROY NFkB inh -16, KKLEB tox 9, TRPM1 prom inh -15, Peg3 promoter -6, C8 TRAIL sens 14, CF NFkB block -10 and TWEAK-Fn14 inh 7.
Screening O=C(/C=C/c1ccc(-c2ccccc2[N+](=O)[O-])o1)c1ccccc1 returned Shn3 3UTR inh -8, HIF-2a block -174, NR2E3 ag-1 -3, NR2E3 ag-2 -37, TROY NFkB inh 11, KKLEB tox -7, TRPM1 prom inh -1, Peg3 promoter -58, C8 TRAIL sens 3, CF NFkB block -1 and TWEAK-Fn14 inh 17.
Screening Cc1ccc(S(=O)(=O)c2nc(-c3ccccc3)oc2N2CCCC2)cc1 returned Shn3 3UTR inh -49, HIF-2a block -12, NR2E3 ag-1 -2, NR2E3 ag-2 -25, TROY NFkB inh -14, KKLEB tox -4, TRPM1 prom inh -8, Peg3 promoter -1, C8 TRAIL sens 1, CF NFkB block 1 and TWEAK-Fn14 inh 0.
Screening COc1ccc(C2NC(=O)NC(C)=C2[N+](=O)[O-])cc1 (stereo unspecified) returned Shn3 3UTR inh -3, HIF-2a block 12, NR2E3 ag-1 2, NR2E3 ag-2 -11, TROY NFkB inh 11, KKLEB tox -14, TRPM1 prom inh 13, Peg3 promoter -2, C8 TRAIL sens -11, CF NFkB block -3 and TWEAK-Fn14 inh 10.
Screening Cc1cc(C(F)F)n2nc(C(=O)Nc3cccc(S(=O)(=O)N4CCOCC4)c3)nc2n1 returned Shn3 3UTR inh -3, HIF-2a block 16, NR2E3 ag-1 -3, NR2E3 ag-2 -1, TROY NFkB inh -31, KKLEB tox 13, TRPM1 prom inh 13, Peg3 promoter -7, C8 TRAIL sens 11, CF NFkB block -6 and TWEAK-Fn14 inh -11.
`NS(=O)(=O)c1ccc(CCNC(=O)c2ccc(Cl)s2)cc1` gave Shn3 3UTR inh -2, HIF-2a block 2, NR2E3 ag-1 -2, NR2E3 ag-2 -10, TROY NFkB inh 17, KKLEB tox -15, TRPM1 prom inh 3, Peg3 promoter 1, C8 TRAIL sens -7, CF NFkB block -5 and TWEAK-Fn14 inh -14.
`CCCn1nnc(NC(=O)c2cccc(OCC(C)C)c2)n1` gave Shn3 3UTR inh -19, HIF-2a block -119, NR2E3 ag-1 3, NR2E3 ag-2 -11, TROY NFkB inh -36, KKLEB tox 4, TRPM1 prom inh -44, Peg3 promoter -113, C8 TRAIL sens -7, CF NFkB block 14 and TWEAK-Fn14 inh -15.
Screening COc1ccccc1CNC(=O)Cc1cc(=O)[nH]c(=O)[nH]1 returned Shn3 3UTR inh 57, HIF-2a block -1, NR2E3 ag-1 1, NR2E3 ag-2 31, TROY NFkB inh -2, KKLEB tox -2, Peg3 promoter -7, C8 TRAIL sens -11, CF NFkB block 8 and TWEAK-Fn14 inh 12.
Screening Cc1ccc(CC(=O)Nc2cc(C)ccn2)cc1 returned Shn3 3UTR inh -31, HIF-2a block -64, NR2E3 ag-1 2, NR2E3 ag-2 13, TROY NFkB inh -20, KKLEB tox -6, TRPM1 prom inh -12, Peg3 promoter -28, C8 TRAIL sens 1, CF NFkB block -8 and TWEAK-Fn14 inh -7.
Screening COc1ccc(C(=O)Nc2cccc(/C(C)=N/NC(=O)c3ccc([N+](=O)[O-])c(C)c3)c2)cc1OC returned Shn3 3UTR inh 19, HIF-2a block -26, NR2E3 ag-1 3, NR2E3 ag-2 -32, TROY NFkB inh -13, KKLEB tox -2, TRPM1 prom inh -36, Peg3 promoter 45, C8 TRAIL sens 19, CF NFkB block 44 and TWEAK-Fn14 inh 25.
For COc1ccc(S(=O)(=O)N2c3ccccc3OCC2C(C)(C)C)cc1 (stereo unspecified) the results were Shn3 3UTR inh -15, HIF-2a block 7, NR2E3 ag-1 3, NR2E3 ag-2 -28, TROY NFkB inh 4, KKLEB tox 4, TRPM1 prom inh -5, Peg3 promoter 2, C8 TRAIL sens -1, CF NFkB block 4 and TWEAK-Fn14 inh -6.
Screening Cc1[nH]n(-c2ccccc2)c(=O)c1N=Nc1ccccc1 returned Shn3 3UTR inh -27, HIF-2a block -257, NR2E3 ag-1 2, NR2E3 ag-2 -71, TROY NFkB inh -38, KKLEB tox 7, TRPM1 prom inh -44, Peg3 promoter -274, C8 TRAIL sens -7, CF NFkB block -7 and TWEAK-Fn14 inh -24.
Cc1ccc2oc(=O)c3cnn(CC(=O)Nc4cc(-c5cccc(F)c5)no4)c3c2c1 was read as Shn3 3UTR inh 18, HIF-2a block -1, NR2E3 ag-1 -2, NR2E3 ag-2 -30, TROY NFkB inh 1, KKLEB tox -42, Peg3 promoter 20, C8 TRAIL sens -7, CF NFkB block 53* and TWEAK-Fn14 inh 17.
Cc1c(Cl)cccc1NC(=S)N1CCN(S(=O)(=O)c2cccs2)CC1 was read as Shn3 3UTR inh 10, HIF-2a block 10, NR2E3 ag-1 0, NR2E3 ag-2 0, TROY NFkB inh -5, KKLEB tox 9, TRPM1 prom inh 9, Peg3 promoter 26, C8 TRAIL sens 14, CF NFkB block 6 and TWEAK-Fn14 inh 13.
`COC(=O)c1ccc(CN2C(=O)C(C)ON=C2c2ncccc2C)o1` (stereo unspecified) gave Shn3 3UTR inh -7, HIF-2a block 5, NR2E3 ag-2 -11, TROY NFkB inh -2, KKLEB tox 10, Peg3 promoter 9, C8 TRAIL sens -1, CF NFkB block -15 and TWEAK-Fn14 inh 4.
`COc1ccc(-c2nc(C)ncc2-c2ccc(Cl)cc2)c(O)c1` gave Shn3 3UTR inh -5, HIF-2a block -43, NR2E3 ag-1 0, NR2E3 ag-2 -5, TROY NFkB inh 1, KKLEB tox -3, TRPM1 prom inh -2, Peg3 promoter -10, C8 TRAIL sens -10, CF NFkB block -1 and TWEAK-Fn14 inh -2.
`N#CCC(=O)Nc1ccc(C(=O)OCC(=O)N2CCN(C(=O)c3ccco3)CC2)cc1` gave Shn3 3UTR inh 8, HIF-2a block 5, NR2E3 ag-2 0, TROY NFkB inh 4, KKLEB tox -7, TRPM1 prom inh -11, Peg3 promoter -5, C8 TRAIL sens 2, CF NFkB block -11 and TWEAK-Fn14 inh 22.
Screening CN(CC(=O)Nc1cccc(F)c1)C(=O)/C=C/c1cc(Br)ccc1OC(F)F returned Shn3 3UTR inh 16, HIF-2a block 5, NR2E3 ag-1 -5, NR2E3 ag-2 -17, TROY NFkB inh -12, KKLEB tox -5, TRPM1 prom inh 7, Peg3 promoter 24, C8 TRAIL sens -4, CF NFkB block -15 and TWEAK-Fn14 inh 2.
`O=C(CC1C(=O)NCCN1CC(c1ccccc1)c1ccccc1)NCC1CCOCC1` (stereo unspecified) gave Shn3 3UTR inh -29, HIF-2a block 14, NR2E3 ag-1 -1, NR2E3 ag-2 -29, TROY NFkB inh 7, KKLEB tox 32, TRPM1 prom inh 11, Peg3 promoter 15, C8 TRAIL sens -3, CF NFkB block 9 and TWEAK-Fn14 inh 11.
For CC1CCCC2(C1)NC(=S)N(c1ccccc1)N2 (stereo unspecified) the results were Shn3 3UTR inh 8, HIF-2a block -20, NR2E3 ag-1 -2, NR2E3 ag-2 -16, TROY NFkB inh -34, KKLEB tox 1, TRPM1 prom inh 8, Peg3 promoter 12, C8 TRAIL sens 0, CF NFkB block 0 and TWEAK-Fn14 inh -4.
O=C(O)c1cccc(Cn2c(Cl)c(/C=N/NC(=O)c3ccccc3)sc2=O)c1 was read as Shn3 3UTR inh 12, HIF-2a block 11, NR2E3 ag-1 -5, NR2E3 ag-2 -6, TROY NFkB inh -14, KKLEB tox 6, TRPM1 prom inh -4, Peg3 promoter 13, C8 TRAIL sens -7, CF NFkB block 1 and TWEAK-Fn14 inh -40.
Screening O=C(Oc1cccc(Br)c1)c1cccnc1 returned Shn3 3UTR inh 16, HIF-2a block 11, NR2E3 ag-1 -2, NR2E3 ag-2 12, TROY NFkB inh -2, KKLEB tox -3, TRPM1 prom inh 7, Peg3 promoter 9, C8 TRAIL sens 8, CF NFkB block 3 and TWEAK-Fn14 inh -15.
O=C(c1ccc2c(=O)n3c(nc2c1)CCCCC3)N1CCN(c2ccc(F)cc2)CC1 was read as Shn3 3UTR inh 14, HIF-2a block -4, NR2E3 ag-1 -2, NR2E3 ag-2 10, TROY NFkB inh 7, KKLEB tox 1, TRPM1 prom inh -8, Peg3 promoter -30, C8 TRAIL sens -11, CF NFkB block 9 and TWEAK-Fn14 inh -11.
`Cc1nc2cc(Cl)c(Cl)cc2nc1C` gave Shn3 3UTR inh -29, HIF-2a block -108, NR2E3 ag-1 -3, NR2E3 ag-2 -68, TROY NFkB inh 48, KKLEB tox 2, TRPM1 prom inh -4, Peg3 promoter -55, C8 TRAIL sens -16, CF NFkB block -15 and TWEAK-Fn14 inh 20.
`Cc1cccc(NC(=O)C2CCCN2S(=O)(=O)c2ccc(Cl)cc2)n1` (stereo unspecified) gave Shn3 3UTR inh 13, HIF-2a block 14, NR2E3 ag-1 4, NR2E3 ag-2 -4, TROY NFkB inh 15, KKLEB tox 8, TRPM1 prom inh 9, Peg3 promoter 11, C8 TRAIL sens -7, CF NFkB block -11 and TWEAK-Fn14 inh -6.
O=C(COc1ccc(Cl)cc1Cl)NC(=O)c1ccccc1 was read as Shn3 3UTR inh -8, HIF-2a block 3, NR2E3 ag-1 -3, NR2E3 ag-2 -2, TROY NFkB inh 7, KKLEB tox -5, TRPM1 prom inh -2, Peg3 promoter -18, C8 TRAIL sens -5, CF NFkB block -14 and TWEAK-Fn14 inh -4.
`O=c1c(F)cn(C2CCCO2)c(=O)n1Cc1c(F)cccc1Cl` (stereo unspecified) gave Shn3 3UTR inh -21, HIF-2a block 14, NR2E3 ag-1 6, NR2E3 ag-2 -1, TROY NFkB inh 14, KKLEB tox -18, TRPM1 prom inh 12, Peg3 promoter 2, C8 TRAIL sens -21, CF NFkB block 12 and TWEAK-Fn14 inh 4.
